# Screening data deposited in PubChem BioAssay by several laboratories.
# STEP inh – STEP (human) phosphatase inhibition; P54829; recombinant STEP, OMFP fluorogenic substrate, fluorescence; inhibition, % at 20 µM; 360,000 tested, 0.25% active;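 active means inhibition at 20 µM, scaled per plate between control wells, above about 37%, limit read from the data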;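 further: 0% = DMSO with enzyme and substrate and 100% = substrate only without enzyme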
#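 Measure: Control-normalized % inhibition with plate pattern correction | Test system: STEP phosphatase, cell-free reaction | Medium: pH 6.0 Bis-Tris with DTT and Tween 20 | Technique: Fluorescence, 480/540 nm | Times: Reaction 20 min, ambient temperature | Doses: Single compound dose of 20 µM, 1% DMSO final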
# SUMO1 PPI mod – alters human SUMO1 binding to SIM partners | inhibition, % at 20 µM | SUMO1 binding to a labelled peptide, TR-FRET, 1 h | AID 602429 | 360,000 tested, 0.33% active | P63165; in the data active means inhibition above about 37%
# CSN deneddyl inh – CSN deneddylation inhibition | Purified CSN, SCF-Nedd8-OG deneddylation, fluorescence polarization | inhibition, % at 12.5 µM | 360,000 tested, 0.38% active | AID 651999;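 active means pattern-corrected inhibition above about 35%, with an unprinted fluorescence ratio check between 0.5 and 1.5, limit read from the data, passing the limit was not always enough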;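 further: 0% = enzyme with substrate and 100% = substrate without enzyme; some results filed as inactive read as strong as hits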
# Target sequence (Q92905 whole entry, looked up, one chain of several): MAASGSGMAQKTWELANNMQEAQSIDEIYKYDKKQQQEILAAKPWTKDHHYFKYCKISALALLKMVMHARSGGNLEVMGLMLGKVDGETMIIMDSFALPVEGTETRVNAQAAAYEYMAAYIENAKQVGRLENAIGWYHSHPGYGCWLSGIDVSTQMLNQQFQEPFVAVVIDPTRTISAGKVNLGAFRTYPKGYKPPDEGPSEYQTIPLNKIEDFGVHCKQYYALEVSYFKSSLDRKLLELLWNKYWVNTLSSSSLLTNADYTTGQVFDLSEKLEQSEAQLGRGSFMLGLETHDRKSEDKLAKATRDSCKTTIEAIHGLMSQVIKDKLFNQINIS
#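 Test system: Human Csn5 produced in HEK293T cells | Compound: 12.5 µM single point | Times: 90 min, room temperature | Signal: Fluorescence polarization readout | Read-out basis: % inhibition of substrate cleavage by Csn5 | Controls: no-enzyme wells high, enzyme-with-substrate wells low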
# MsrA inh – inhibits bovine methionine sulfoxide reductase A. purified bovine MsrA, absorbance read-out. inhibition, % at 15.5 µM. 360,000 tested, 0.75% active; in the data active means inhibition above about 4.5%;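 further: 0% = vehicle wells with enzyme and 100% = reference inhibitor wells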
# Tb MetRS inh – Trypanosoma brucei MetRS inhibition; purified T. brucei MetRS, ATP depletion, Kinase-Glo luminescence; inhibition, % at 11.9 µM; 360,000 tested, 0.4% active; AID 624268;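 active means inhibition above a per-plate cutoff of the control wells' mean inhibition plus 3 SD, cut at about 5.5% in these data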;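 further: 0% = DMSO wells median and 100% = median of wells with control inhibitor compound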
#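 Test system: purified T. brucei MetRS enzyme. Also added: ATP, methionine and E. coli bulk tRNA substrates. Compound: 11.9 µM single point. Schedule: 15 min enzyme-compound preincubation, 2 h reaction, 10 min detection, 25 °C. Signal: luciferase luminescence of residual ATP, Kinase-Glo. Evaluation: percent inhibition versus plate control medians. Controls: DMSO wells, low control.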
# Scp-1 inhibitor – inhibitors of human Scp-1 phosphatase | AID 493091 | Recombinant Scp1, phosphopeptide, malachite green phosphate absorbance | Q9GZU7 | 340,000 tested, 0.88% active | inhibition, % at 20 µM;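 active means inhibition above about 50% at 20 µM, limit read from the data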;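 further: plate controls were DMSO wells with enzyme for no effect and wells lacking enzyme for full effect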
# Target sequence (Q9GZU7 76-261 limits assumed): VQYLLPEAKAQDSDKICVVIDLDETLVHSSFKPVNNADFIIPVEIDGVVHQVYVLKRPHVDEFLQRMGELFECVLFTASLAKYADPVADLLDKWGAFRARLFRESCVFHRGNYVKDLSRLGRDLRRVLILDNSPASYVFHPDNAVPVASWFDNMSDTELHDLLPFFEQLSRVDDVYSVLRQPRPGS
#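 Material: truncated SCP-1 phosphatase (76-261aa) / Buffer or medium: 50 mM Tris acetate pH 5.5, 0.005% Tween-20, 10 mM MgCl2 / Compound dosing: one concentration, 20 µM, with 1.0% DMSO / Incubation: 45 min room-temperature reaction, 5 min colour, 30 min stabiliser / Detection: colorimetric free-phosphate detection, absorbance 630 nm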
# Rpn11 inh – inhibitors of human proteasome Rpn11; O00487; human 26S proteasome, Ub4-pepOG fluorescence polarization; 20S core pre-blocked with epoxomicin; calls only at 20 µM; 360,000 tested, 0.59% active; AID 588493;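 active means inhibition at 20 µM, scaled to each plate's controls, above about 33%, limit read from the data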
# Target sequence (O00487 whole entry, looked up): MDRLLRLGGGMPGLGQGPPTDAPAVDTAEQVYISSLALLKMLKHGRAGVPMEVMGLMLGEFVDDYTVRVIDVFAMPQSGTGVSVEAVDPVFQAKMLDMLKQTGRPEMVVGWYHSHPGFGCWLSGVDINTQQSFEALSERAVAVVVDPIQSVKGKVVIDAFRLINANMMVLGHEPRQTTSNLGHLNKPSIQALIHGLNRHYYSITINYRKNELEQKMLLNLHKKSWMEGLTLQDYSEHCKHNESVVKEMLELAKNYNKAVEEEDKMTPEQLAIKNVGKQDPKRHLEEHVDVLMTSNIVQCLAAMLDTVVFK
# NadD block – inhibitors of Staphylococcus aureus NadD; purified NadD enzyme, colorimetric absorbance read-out; inhibition, % at 20 µM; 360,000 tested, 0.78% active; AID 602399; in the data active means inhibition above about 26%; further: some compounds past the cut are filed as inactive
# DNMT1 block – DNMT1 (human) enzyme inhibition. DNMT1 molecular beacon, Hinp1I cleavage, fluorescence. 360,000 tested, 0.83% active. P26358. inhibition (reported as % activation of signal), % at 10 µM. AID 588458; in the data active means inhibition above about 50%
# LMPTP block – blocks human LMPTP phosphatase. P24666. recombinant LMPTP-A, OMFP fluorogenic substrate, fluorescence intensity. inhibition, % at 20 µM. 360,000 tested, 0.22% active;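 active means compounds that cut the enzyme signal by at least half of the control window in the single-dose screen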;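 further: plate controls were DMSO wells with enzyme plus substrate for no effect and substrate without enzyme for full effect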
# Target sequence (P24666 whole entry, looked up): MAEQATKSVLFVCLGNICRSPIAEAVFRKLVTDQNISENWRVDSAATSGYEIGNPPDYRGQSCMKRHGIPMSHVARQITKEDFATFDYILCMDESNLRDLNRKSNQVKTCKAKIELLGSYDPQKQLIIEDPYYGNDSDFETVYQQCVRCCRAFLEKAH
#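 Assay system: LMPTP-A enzyme. Input: 0.625 nM LMPTP-A final. Probe or stimulus: 400 µM OMFP. Compound dosing: single 20 µM dose. Schedule: 50 min dark incubation at room temperature. Detection: fluorescence intensity of OMFP turnover product. Read-out: percent inhibition versus substrate-only and uninhibited controls. Benchmarks: no-enzyme low control, uninhibited high control.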
# * = called active by the depositor; i = inactive; x = no result given.
1. Cc1nc(SCC(=O)Nc2ccccc2C(F)(F)F)c2c(=O)n(C)c(=O)n(C)c2n1
2. Cn1c(Oc2cccnc2CN2CCCC2)nc2cc(-c3cccc(C(F)(F)F)c3)sc2c1=O
3. O=C(Cn1cnc2c(cnn2-c2ccccc2)c1=O)OCc1ccccc1
4. COc1ccc(NC(=S)Nc2ccc(C)c(Cl)c2)cc1OC
5. CCOC(=O)CSC1=C(C#N)C(c2ccccc2)C(C(C)=O)=C(C)N1 (configuration not stated)
6. O=C(Nc1ccc(F)cc1)Nc1ccccc1F
Screen / compound no.,1,2,3,4,5,6
STEP inh,2,3,2,4,0,2
SUMO1 PPI mod,-6,-21,7,-1,-5,8
CSN deneddyl inh,-1,-2,-2,-1,0,1
MsrA inh,-0.4,0.8,1.0,-1.3,1.0,-1.1
Tb MetRS inh,-0.1,0.5,-0.7,0.3,-1.6,0.0
Scp-1 inhibitor,-3,x,-6,-1,-1,-4
Rpn11 inh,i,i,i,i,i,i
NadD block,-1,10,-7,-1,-4,0
DNMT1 block,24,-6,5,-4,7,-1
LMPTP block,-1.6,0.0,0.4,0.3,0.3,-0.3

# Screen by screen, quoted from above:
# Nos. 1–6 in Tb MetRS inh read -0.1, 0.5, -0.7, 0.3, -1.6, 0.0
# Nos. 1–6 in NadD block read -1, 10, -7, -1, -4, 0

# Further results:
7. CCOc1cc(Cl)c(NC(=O)c2ccco2)cc1OCC
8. CCOC(=O)[C@]12CCC=C1N(Cc1cccc3ccccc13)C(=O)[C@H](CC(=O)N1CCN(C(=O)C3CC3)CC1)C2
9. COC(=O)c1c(NC(=O)C2c3ccccc3Oc3ccccc32)sc(C)c1C
10. COCCCNc1ccn2nc(-c3cccc(OCc4ccccc4)c3)cc2n1
11. CCN(C(=O)CSc1n[nH]c(-c2ccc(OC)cc2)n1)c1c(N)n(Cc2ccccc2)c(=O)[nH]c1=O
12. CCn1c(CNc2ccccc2Cl)nnc1SCC(=O)OC1CCCCC1
Screen / compound no.,7,8,9,10,11,12
STEP inh,-2,x,2,0,-3,1
SUMO1 PPI mod,26,3,1,1,6,3
CSN deneddyl inh,6,-4,-3,-4,15,2
MsrA inh,-0.7,-0.1,-0.9,1.3,0.2,-1.3
Tb MetRS inh,-1.1,-0.3,-0.7,-0.1,0.2,-0.4
Scp-1 inhibitor,-5,x,-12,x,-2,7
Rpn11 inh,i,x,i,i,i,i
NadD block,-4,-2,11,-14,-2,8
DNMT1 block,2,x,0,-11,4,0
LMPTP block,-1.7,-0.6,2.8,3.9,0.5,1.2

13. CC(=O)NC(CC(=O)Nc1ccc(S(=O)(=O)NC2=NCCCCC2)cc1)c1ccccc1 (configuration not stated)
14. Cc1ccccc1NC(=O)CN1C(=O)C2C3CC(C(Br)C3Br)C2C1=O (configuration not stated)
15. COC(=O)c1ccc(C(=O)OC)c(NC(=O)COC(=O)C2CCC(C(C)(C)C)CC2)c1 (configuration not stated)
16. Cc1cc(C)cc(NCc2ccncc2)c1
17. c1nnc(NCNc2nncs2)s1
18. O=C(O)CN(c1ccccc1[N+](=O)[O-])S(=O)(=O)c1ccccc1
Screen / compound no.,13,14,15,16,17,18
STEP inh,1,-2,8,4,-3,2
SUMO1 PPI mod,-3,2,-1,-3,-2,-5
CSN deneddyl inh,-2,-1,1,3,7,0
MsrA inh,0.0,-0.2,-0.6,0.6,0.1,-1.4
Tb MetRS inh,-0.3,0.4,-0.8,-0.7,-0.1,-0.1
Scp-1 inhibitor,-4,-10,-2,-5,x,1
Rpn11 inh,i,i,i,i,i,i
NadD block,0,-6,9,4,-8,-8
DNMT1 block,4,0,10,-10,2,0
LMPTP block,-1.2,2.7,4.1,0.1,-0.6,-0.5

19. C=CCN=C(NC#N)SCCc1ccccc1
20. CSC1=C(C#N)C(c2ccccc2Cl)C2=C(N1)c1ccccc1C2=O (configuration not stated)
21. O=C(C[C@H]1C[C@H]2c3cc(NS(=O)(=O)c4ccc(F)cc4)ccc3O[C@H]2[C@H](CO)O1)NCc1ccncc1
22. CN1c2ccccc2C2(C)CCCC3=Cc4cccc([N+](=O)[O-])c4OC312 (configuration not stated)
23. CC1C(=O)N(Cc2cn(CCC3OCCCO3)nn2)CCS(=O)(=O)N1Cc1ccc(-c2ccc(F)cc2)cc1 (configuration not stated)
24. O=C(C1CCCN(Cc2cccs2)C1)N1CCCCCC1 (configuration not stated)
Screen / compound no.,19,20,21,22,23,24
STEP inh,-2,1,0,2,-3,-2
SUMO1 PPI mod,-2,-7,1,-3,3,-1
CSN deneddyl inh,-3,-2,-3,-14,4,1
MsrA inh,-0.1,2.5,1.7,1.1,-0.5,2.8
Tb MetRS inh,-0.4,-0.7,-1.0,-0.5,0.3,-0.7
Scp-1 inhibitor,-7,-25,x,-2,x,-7
Rpn11 inh,i,i,i,i,i,i
NadD block,-6,10,5,2,-10,-2
DNMT1 block,-3,-12,1,5,-8,-1
LMPTP block,-1.2,1.2,-1.4,1.5,0.1,-1.6

# The closing 4 entries of the part before lead into the next.
21. O=C(C[C@H]1C[C@H]2c3cc(NS(=O)(=O)c4ccc(F)cc4)ccc3O[C@H]2[C@H](CO)O1)NCc1ccncc1
22. CN1c2ccccc2C2(C)CCCC3=Cc4cccc([N+](=O)[O-])c4OC312 (configuration not stated)
23. CC1C(=O)N(Cc2cn(CCC3OCCCO3)nn2)CCS(=O)(=O)N1Cc1ccc(-c2ccc(F)cc2)cc1 (configuration not stated)
24. O=C(C1CCCN(Cc2cccs2)C1)N1CCCCCC1 (configuration not stated)
25. O=C1Nc2ccc([N+](=O)[O-])cc2OC1CCN1CCCC1 (configuration not stated)
26. c1ccc(-c2ccc(-c3[nH]ncc3CN3CCC(N4CCSCC4)CC3)cc2)cc1
27. C[C@]12C=CC(=O)C=C1CC[C@@H]1[C@@H]2C(=O)C[C@@]2(C)[C@H]1CC[C@]2(O)C(=O)COC(=O)CCC(=O)O
28. CCc1ccc(NC(=O)C2CCN(S(=O)(=O)c3ccc4c(c3)NC(=O)CO4)CC2)cc1
29. Cc1ccc(C(=O)NNC(=O)c2ccc(NS(=O)(=O)c3cccs3)cc2)s1
30. O=[N+]([O-])c1ccc(C2CCCC/C2=N/OCc2ccccc2F)c([N+](=O)[O-])c1 (configuration not stated)
Screen / compound no.,21,22,23,24,25,26,27,28,29,30
STEP inh,0,2,-3,-2,-4,-3,0,-1,-2,7
SUMO1 PPI mod,1,-3,3,-1,-21,-2,-1,-4,5,-13
CSN deneddyl inh,-3,-14,4,1,-1,8,-7,1,-2,4
MsrA inh,1.7,1.1,-0.5,2.8,1.5,1.4,-1.1,0.3,0.9,9.2*
Tb MetRS inh,-1.0,-0.5,0.3,-0.7,0.7,-0.7,-1.1,-0.9,-0.7,-0.8
Scp-1 inhibitor,x,-2,x,-7,-7,-6,-6,1,1,-12
Rpn11 inh,i,i,i,i,i,i,i,i,i,i
NadD block,5,2,-10,-2,-2,-3,-7,-4,-3,0
DNMT1 block,1,5,-8,-1,-4,-5,0,1,0,0
LMPTP block,-1.4,1.5,0.1,-1.6,-0.8,0.7,-0.9,0.3,-1.6,3.6

31. Cc1nn(Cc2ccccc2)c(=O)c2nn(-c3ccc(Cl)cc3)c(C)c12
32. COCCCN1C(=O)c2ccc(C(=O)Nc3ccc(OC)cc3OC)cc2C1=O
33. N/C(=N\c1nc2ccccc2o1)NC(=O)C(Cc1ccccc1)N1C(=O)c2ccccc2C1=O (configuration not stated)
34. Cc1cn(-c2ccccc2)c(C)c1/C=N\Nc1nc(N2CCOCC2)nc(N2CCOCC2)n1
35. O=C(NCc1cccnc1)C1c2ccccc2C(=O)N1C1CCCCCC1 (configuration not stated)
36. COC1=CC(=Cc2c(N)n3nc(CC(=O)N4CCCCC4)sc3nc2=O)C=C(OC)C1=O
Screen / compound no.,31,32,33,34,35,36
STEP inh,1,-8,9,3,3,0
SUMO1 PPI mod,1,-21,-2,-2,0,-25
CSN deneddyl inh,-2,2,3,3,-5,78*
MsrA inh,0.6,0.2,1.0,0.9,-0.4,1.8
Tb MetRS inh,-0.8,-1.0,0.0,-0.8,-0.4,0.3
Scp-1 inhibitor,-6,-5,-2,-3,-8,-2
Rpn11 inh,i,i,i,i,i,x
NadD block,1,-4,22,-1,3,5
DNMT1 block,0,-1,-7,-12,2,6
LMPTP block,-0.9,-2.0,-0.5,-0.6,-0.6,1.5

# Some entries already given, showing only MsrA inh, Rpn11 inh and Scp-1 inhibitor:
nr	canonical_smiles	MsrA inh	Rpn11 inh	Scp-1 inhibitor
31	Cc1nn(Cc2ccccc2)c(=O)c2nn(-c3ccc(Cl)cc3)c(C)c12	0.6	i	-6
35	O=C(NCc1cccnc1)C1c2ccccc2C(=O)N1C1CCCCCC1 (configuration not stated)	-0.4	i	-8

# The list continues:
37. CC1CCCCC12NC(=O)N(CC(=O)OCC(=O)Nc1ccc(F)cc1[N+](=O)[O-])C2=O (configuration not stated)
38. O=S(=O)([O-])CCC[n+]1c(SCCCS(=O)(=O)O)sc2ccc(Cl)cc21
39. Cc1cc(Br)ccc1SCC(=O)N1CCN(S(=O)(=O)c2ccccc2)CC1
40. Cc1ccc(S(=O)(=O)N[C@H](C(=O)N2CCC(C(=O)N3CCC[C@H]3C(=O)O)CC2)C(C)C)cc1
41. CC(C)(C)S(=O)(=O)c1ccccc1C(=O)O
42. COc1ccccc1NC(=O)C(C)N1CCN(C/C=C/c2ccccc2)CC1 (configuration not stated)
43. CCNC(=S)NNC(=O)c1cc(-c2cccc(C)c2)nc2ccccc12
44. Cc1ccc(C(=O)COC(=O)CN2C(=O)C3C4CC(C(Br)C4Br)C3C2=O)cc1 (configuration not stated)
45. O=C(O)C1CCCN1C(=O)OCC1c2ccccc2-c2ccccc21 (configuration not stated)
Screen / compound no.,37,38,39,40,41,42,43,44,45
STEP inh,2,5,-2,-3,-1,0,-1,0,-2
SUMO1 PPI mod,-17,0,-1,-6,0,1,0,-5,-6
CSN deneddyl inh,6,-1,3,1,2,-2,4,3,3
MsrA inh,-0.9,-0.8,0.3,0.8,-0.2,0.8,1.8,-1.2,-0.5
Tb MetRS inh,0.4,-0.1,-0.6,-0.1,-0.6,-0.1,-3.0,-0.4,0.2
Scp-1 inhibitor,-3,-1,-12,-2,-4,-5,-9,-10,-14
Rpn11 inh,i,i,i,i,i,i,i,i,i
NadD block,0,3,-1,2,0,-6,3,-9,1
DNMT1 block,0,4,-1,-1,1,-1,-1,-1,2
LMPTP block,0.0,-0.8,2.3,-2.3,0.0,-0.7,1.1,1.5,-0.2
